Source: PubChem (National Center for Advancing Translational Sciences (NCATS))
aSyn tox rescue: alpha-synuclein toxicity suppression in yeast; AID 1347070; S. cerevisiae alpha-synuclein toxicity rescue, BacTiter-Glo growth, 24 h; Potency, µM (highest dose often 46.1 µM), without a hit: top-dose growth rescue (activation), hits mostly activators; 94,000 tested, 0.02% active; active means well fitted activation curve with a large enough effect; inconclusive means small, poorly fitted or top-dose-only effect; further: 0% is about no effect
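Growth restoration measured by BacTiter-Glo luminescence after 24 hr at 30 deg C; alpha-synuclein yeast, raffinose-pregrown to mid-log, were added at OD600=0.02 in galactose medium onto pinned compounds.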
The depositor's hits bear a star; ? = inconclusive; & = joins results of further samples. Potency means the concentration at half of the fitted maximal effect. An excerpt. The share of hits here may be higher or lower than overall.

SMILES | aSyn tox rescue
CCOc1ccc2c(c1)C(N(CCN1CCOCC1)C(=O)Nc1ccc(OC)cc1OC)CC(C)(C)O2 (stereo unspecified) | 7.4%
Cc1noc(C)c1S(=O)(=O)N(C)C[C@H]1OCc2cnnn2CCCC(=O)N([C@H](C)CO)C[C@H]1C | -0.6%
COc1ccc(NC(=O)CCS(=O)(=O)c2nc(-c3cccs3)cc(C(F)(F)F)n2)cc1OC | -12.2%
CC(=O)c1ccc(NC(=O)C2CCN(S(=O)(=O)c3cccs3)CC2)cc1 | 9.4%
CN(C(=O)CN1C(=O)C2C3CC(C(Br)C3Br)C2C1=O)C1CCCCC1 (stereo unspecified) | -0.8%
COc1ccc(/C=C(\NC(=O)c2cccs2)C(=O)N2CCOCC2)cc1OC | -0.5%
CCN(C1CCS(=O)(=O)C1)S(=O)(=O)c1cc(C)ccc1C (stereo unspecified) | 3.8%
Cc1c(C(=O)NCCc2ccc(S(N)(=O)=O)cc2)sc2nc3n(c(=O)c12)CCCC3 | 2.3%
CN(CC(=O)Nc1ccccc1Cl)C(=O)CSc1nnc(N)s1 | 0.8%
COc1cc(C(=O)Nc2cc(C)ccc2OCc2cc(=O)n3cc(C)sc3n2)cc(OC)c1OC | 6.5%
CCOC(=O)c1c(NC(=O)CSc2nnc(-c3c[nH]c4ccccc34)n2CC)sc2c1CCCC2 | -3.4%
CC(=O)c1ccc(N2CCN(C(=O)Nc3cn(CC(C)C)c(=O)c4ccccc34)CC2)cc1 | 1.8%
N#Cc1cn(-c2cccc(C(F)(F)F)c2)c(=O)[nH]c1=O | 3.8%
COCCNC(=O)/C(C#N)=C/c1ccc(C)o1 | -2.9%
CCOc1cccc(C(=O)Nc2nc3c(s2)CC(C(C)(C)C)CC3)c1 (stereo unspecified) | 0.1%
CC1CC(=O)N(CC(=O)Nc2ccc(OC(F)(F)F)cc2)c2ccccc2S1 (stereo unspecified) | 10.9%
c1cc(-c2n[nH]c(-c3ccncc3)n2)ccn1 | 5.1%
Cc1ccccc1-c1ccc2c(c1)O[C@@H](CN(C)Cc1ccc(C(=O)O)cc1)[C@@H](C)CN([C@H](C)CO)S2(=O)=O | 3.3%
COc1ccc(OC)c(C(=O)c2c(N)c(-c3nc(-c4ccc(C)c(C)c4)cs3)c3ccccn23)c1 | -2.9%
COc1ccc(CCC(=O)NNC(=O)c2cc(Cl)ccc2OC)cc1 | 7.1%
COCCN(CCOC)C(=O)CN1C(=O)NC2(CCCc3sccc32)C1=O (stereo unspecified) | -9.7%
Cc1c(C(=O)N2CCC(C)CC2)c(S(=O)(=O)Nc2ccc(OC(F)(F)F)cc2)c(C)n1C | 9.3%
CCSc1ccccc1C(=O)Nc1nc2ccccc2c(=O)[nH]1 | -9.1%
COc1ccc(C)cc1S(=O)(=O)N1CCOCC1 | 8.8%
Nc1c(C(=O)Nc2ccc(S(=O)(=O)N3CCCC3)cc2)sc2nc3cc4c(cc3cc12)CCC4 | 2.5%
Cc1cc(C)c2oc(C(=O)Nc3sc4c(c3C(=O)NCc3ccco3)CCCC4)cc(=O)c2c1 | 4.1%
COc1ccccc1CCC(=O)OCC(=O)NC1CCCC1 | 2.6%
Cc1nn(C)c(C)c1CCC(=O)O | 9.6%
CCc1ccc(-n2nc3cc(C)c(NC(=O)c4cc(OC)cc(OC)c4)cc3n2)cc1 | -11.3%
Cc1cc([N+](=O)[O-])ccc1NC(=O)CSc1nncn1-c1ccccn1 | 9.1%
CCCOc1ccc(C2c3c(oc4ccccc4c3=O)C(=O)N2c2nc(C)c(C(=O)OCC)s2)cc1 (stereo unspecified) | 6.9%
CCCCCn1c(=O)c2ccccc2n2c(CCl)nnc12 | ?
NC(=O)c1cc2cc(Cl)ccc2o/c1=N/NC(=O)c1cccs1 | -5.1%
COc1ccc(-c2nn(-c3ccc(C)c(Cl)c3)c3c2cnc2cc(OC)c(OC)cc23)cc1 | 1.9%
COc1ccc(-c2csc3nc[nH]c(=O)c23)cc1 | 2.5%
Cc1cc(C)c(NC(=O)Cn2c(=O)n(Cc3ccc(C(=O)NCc4ccc5c(c4)OCO5)cc3)c(=O)c3ccccc32)c(C)c1 | 2.7%
Cc1cc(SCC(=O)NN)c2cc(Br)ccc2n1 | -8.3%
Cc1ncoc1C(=O)N1CCc2c([nH]c3ccccc23)C1c1ccccc1F (stereo unspecified) | 16.0%
CCc1c(C)c2ccc3c(c2oc1=O)CN(Cc1ccccc1)CO3 | -2.0%
CC(=O)NCc1ccc(S(=O)(=O)N2CCN(c3ccccn3)CC2)cc1 | -6.7%
COc1ccc(C2=C(C)C(N3CCC(C(=O)Nc4cc(C)ccc4C)CC3)=NS2(=O)=O)cc1 | 4.0%
Cc1ccc(/C=C/C(=O)OCC(=O)NCc2ccccc2)o1 | -2.3%
Cc1ccc(S(=O)(=O)N2CCCN(C(=O)c3cc4ccccc4[nH]3)CC2)cc1 | -10.0%
CCOC(=O)c1c(-c2ccccc2)oc2ccc(OCc3ccccc3Br)cc12 | -0.1%
CCN(CC)CCn1c(C)nc2ccccc21 | 2.7%
COc1ccc(-c2csc(NC(=O)CCCc3nc4ccccc4c(=O)[nH]3)n2)cc1OC | 6.0%
COc1ccccc1NC(=O)CN(Cc1ccco1)C(=O)c1cc(Cl)c(OC)c(OC)c1 | 2.7%
CCC(NS(=O)(=O)c1ccc(C)cc1)C(=O)N1CCOCCOCCOCCOCC1 (stereo unspecified) | -3.7%
CCCCn1c(N)c(N(CCOC)C(=O)CSc2n[nH]c(-c3ccc(C)cc3)n2)c(=O)[nH]c1=O | -11.1%
Cc1ccc(S(=O)(=O)NCC(=O)NCC2CCCCC2)cc1C | 13.3%
CC1CCC2(CC1)NC(=O)N(CC(=O)Nc1ccc(N3CCCCC3)cc1)C2=O (stereo unspecified) | -6.3%
O=c1oc2ccccc2c2oc3cc(O)c(O)cc3c12 | 5.2%
COc1ccc(CNC(=O)C2CCN(Cc3nc(-c4ccc(OC)c(OC)c4)oc3C)CC2)cc1 | 1.2%
Cc1ccc(-c2nn3c(C)nnc3c3ccccc23)cc1S(=O)(=O)NCCO | 7.8%&-4.1%
CCc1n[nH]c(=S)n1/N=C/c1cc(Br)c(O)c(OC)c1 | -1.9%
O=C(NC1=NCCCCC1)c1cccc2ccccc12 | 5.1%
CCOC(=O)N1CCC(NC(=O)COc2cc(=O)n(C)c3ccccc23)CC1 | -6.7%
CSc1nc(-c2ccco2)nn1C(=O)c1ccco1 | -0.5%
Cc1nc2ncnn2c(C)c1CCC(=O)NCc1ccccc1Cl | -2.7%
CCOC(=O)c1c(NC(=O)COc2ccccc2)sc(C(C)=O)c1C | 3.8%

(list continues)
SMILES | aSyn tox rescue
COc1ccc(/C=C/C(=O)NC(=S)NNC(=O)c2cccs2)cc1OC | -16.0%
COc1ccc(CN(C)CCCn2ccc(NC(=O)OCc3ccccc3)nc2=O)cc1OC | -2.6%
CCOC(=O)c1cc2c(=O)n3ccccc3nc2n(CCCOC)c1=NC(=O)c1cc2ccccc2o1 | 8.5%
COc1ccc(CCNC(=O)c2ccc3c(c2)N(Cc2ccc(F)cc2)C(=O)c2ccccc2S3(=O)=O)cc1OC | -10.7%
Cc1ccc(Cl)cc1NC(=O)N1CCC(CN2CCc3ccccc3C2)CC1 | 3.2%
O=C(CCCCCNC(=O)c1ccccc1)N/N=C/c1ccc(O)cc1O | -15.2%
Cc1ccc(NC(=O)CN2C(=O)COc3ccc(S(=O)(=O)Nc4ccccc4)cc32)c(C)c1 | -2.6%
CC(=O)Nc1nnc(CCS(=O)(=O)c2ccc(C)cc2)s1 | -6.3%
COc1ccc(/C(C)=N/Nc2ccccc2Cl)c(O)c1 | -10.7%
COc1ccc(-c2nc(Cn3c(SCc4ccc(C)cc4)nc4cccnc43)c(C)o2)cc1OC | -5.4%
CC(=O)Nc1ccc(NC(=O)c2ccc3c(c2)N(Cc2cccc(Cl)c2)C(=O)c2ccccc2S3=O)cc1 (stereo unspecified) | 0.5%
Cc1ccc(Cc2c(-c3ccccc3)nc3ccc(Br)cn23)cc1 | -1.6%
CCc1ccc(-n2c(=O)c3c4c(sc3n(CC(=O)NCCCOC)c2=O)CCCC4)cc1 | -0.6%
O=C(CN(C(=O)CCC(=O)Nc1nccs1)C1CCCC1)NCc1ccc2c(c1)OCO2 | 18.8%
O=C(Cn1ncc2c([nH]c3ccccc32)c1=O)NCCCN1CCN(c2ccccc2)CC1 | 2.2%
CN1/C(=C/C(=O)C2CC2)C(C)(C)c2ccccc21 | -13.4%
Cc1ccc(O)c(NC(=O)c2noc3c2CCCCC3)c1 | -13.8%&-18.0%
COC(=O)c1cc2oc3ccccc3c2n1CC(=O)Nc1ccc(C)c(F)c1 | -10.5%
CCN(C(=O)CSc1nc2ccccc2n1CC(=O)NCc1ccc(OC)cc1)c1ccccc1 | -6.5%
NC(=S)NNC(=S)Nc1ccccc1 | -1.4%
CNS(=O)(=O)c1ccc(NC(=O)c2nc3nc(C)cc(C(F)F)n3n2)cc1 | -7.1%
COc1ccccc1C(=O)N1CCCCC1CCN1CCOCC1 (stereo unspecified) | 10.5%
CC(C)c1ccccc1OCC(=O)Nc1nnc(C2CC2)s1 | -7.8%
COc1ccc(Br)cc1CNC(=O)c1cc2c(=O)n(C)c3ccccc3c2s1 | 1.5%
CC(OC(=O)Cc1ccccc1[N+](=O)[O-])C(=O)NC(=O)NC1CCCCC1 (stereo unspecified) | 5.9%
Cc1cc(C)c(NC(=O)C(C)n2c(=O)cc(C)c3c(C)nn(-c4ccccc4)c32)c(C)c1 (stereo unspecified) | -7.7%
Cc1ccc(S(=O)(=O)NCc2nc3nc(C)cc(C)n3n2)c(C)c1 | 5.8%&-12.5%
CC(OC(=O)CNC(=O)c1ccc2ccccc2c1)C(=O)N(C)C1CCCCC1 (stereo unspecified) | 2.4%
Cc1ccc(-c2nc(CS(=O)CC(=O)NCCc3ccc(Cl)cc3)c(C)o2)cc1 (stereo unspecified) | 2.7%
O=C(COC(=O)/C=C/c1ccc(Cl)cc1)NCCC1=CCCCC1 | -0.9%
COC(=O)c1c(-c2c(Cl)cccc2Cl)noc1NC(=O)NN1CCOCC1 | -0.3%
CCc1nnc(SCc2ccc(F)cc2Cl)c2cc3sc(C)cc3n12 | -7.6%
Cc1ccc(C)c(Cn2c(=O)n(CCCCCC(=O)NCc3ccc4c(c3)OCO4)c(=O)c3sccc32)c1 | 2.9%
CCOc1ccc(NC(=O)c2c(NCc3cccnc3)sc3c2CCC(C)C3)cc1 (stereo unspecified) | 0.0%
COc1ccc(NC(=O)CN(C)C(=O)c2cc(C)on2)cc1 | 6.7%
O=C(c1ccccc1Cl)N1CCCCC1CCN1CCOCC1 (stereo unspecified) | 1.0%
COc1ccc(-c2cc3c(=O)n(CC(=O)NCc4ccc(F)cc4)ncn3n2)cc1 | -2.7%
CCn1cc(C(=O)OCC(=O)Nc2cc(OC)cc(OC)c2)c(=O)c2ccc(C)nc21 | 6.7%
Cc1ccc2cccc(NC(=O)c3ccc(-c4cccc(Cl)c4Cl)o3)c2n1 | -3.2%
Cc1cc(NC(=O)C(C)SCC(=O)Nc2ccccc2C(C)(C)C)no1 (stereo unspecified) | 8.7%
CCOC(=O)c1c(CSC(=N)N)n(-c2ccc(C)cc2)c2cc(Br)c(OC(C)=O)cc12 | -12.3%
CC(C)c1nnc(NC(=O)CCC(=O)Nc2ccc3cn[nH]c3c2)s1 | 8.0%
CCc1cc2c(cc3c(=O)n(CC(=O)NCCOC)nc(CC)n32)s1 | 3.1%
COC(=O)CNc1nc(Cl)nc(Nc2ccc(Cl)cc2)n1 | 5.2%
Cc1ccc(CN2CCCN(CC(=O)Nc3ccc(C)cc3C)S2(=O)=O)cc1 | 5.1%
O=C(Cn1ncc2c(=O)oc3ccccc3c21)NCCN1CCN(c2ccccc2F)CC1 | 5.9%
COc1cc2ccccc2cc1C(=O)Nc1ccc2oc(-c3ccc(F)cc3Cl)nc2c1 | -3.6%
CCc1ccccc1NC(=O)c1cc2sc(Cl)cc2n1CC | -6.2%
Cc1cccc(CCNC(=O)c2cnc3c(C)cccn3c2=O)c1 | 2.2%
COc1cc(C)ccc1NC(=O)Cc1csc(NC(=O)Nc2ccccc2OC)n1 | 5.2%
Cc1ccc2sc(N(Cc3cccnc3)C(=O)C3COc4ccccc4O3)nc2c1C (stereo unspecified) | -7.8%
Cc1nn2c(=O)cc(COC(=O)c3ccc(NC(=O)c4cccs4)cc3)nc2s1 | -13.6%
Cc1ccc(NS(=O)(=O)c2ccc3c(c2)n(C)c(=O)n3C)cc1C | 8.2%
CCC(=O)Nc1cc(OC)c(NC(=S)Nc2ccccc2CC)cc1OC | -5.8%
